Screening data deposited in PubChem BioAssay by Broad Institute.
LGR2 inh = blocks bursicon-induced cAMP signaling via Drosophila LGR2. inhibition, % at 9.99 µM. AID 720647. actives 0.35% (n = 380,000). HEK293 LGR2, CRE-luciferase, bursicon-stimulated, 4 h;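 active = drop in luminescence signal, shown as inhibition above about 50% in the replicate tests, limit read from the data, passing the limit was not always enough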;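 note: agonist challenge used bursicon conditioned medium at about half maximal strength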
Xi reactivation = reactivates the inactive X chromosome in mouse fibroblasts. activation, % at 7.58 µM. actives 0.055% (n = 360,000). AID 743238. XiGFP mouse fibroblasts, % GFP-positive cells imaging, 3 d; cells co-treated with 5-aza-dC sensitizer; scaled so ellipticine positive control = 100%;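 active = mean normalized replicate activation at least 10% and every replicate at or above 10%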;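 note: 0% = median of on-plate neutral control wells and 100% = ellipticine 6 µM median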
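System: XiGFP fibroblasts, SV40-immortalized. Medium: DMEM plus 5-aza-dC sensitizer. Doses: single point. Timing: 3 d treatment, 15 min room-temperature fixation. Control set: ellipticine 6 µM.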
SIRT5 block = inhibitors of human sirtuin-5 desuccinylase. Purified SirT5, succinyl-peptide AMC, trypsin-coupled fluorescence. inhibition, % at 15 µM. actives 1.1% (n = 330,000); in the data active = inhibition above about 15%
Target sequence (Q9NXA8 whole entry, looked up): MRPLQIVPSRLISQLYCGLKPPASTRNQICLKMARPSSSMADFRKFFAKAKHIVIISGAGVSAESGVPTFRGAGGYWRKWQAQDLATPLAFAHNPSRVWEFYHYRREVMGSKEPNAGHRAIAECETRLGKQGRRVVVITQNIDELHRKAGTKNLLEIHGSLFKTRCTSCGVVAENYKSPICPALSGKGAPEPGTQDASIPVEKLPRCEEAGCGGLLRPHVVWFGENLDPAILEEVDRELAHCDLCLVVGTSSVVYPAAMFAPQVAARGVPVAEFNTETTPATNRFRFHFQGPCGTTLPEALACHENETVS
Statin myotox sup = suppression of simvastatin myotoxicity | rescue of ATP level, % at 7.49 µM | C2C12 myotubes + simvastatin, ATP luminescence, 48 h; scaled: DMSO 0, geranylgeraniol control 100 | actives 0.78% (n = 330,000);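 active = mean ATP rescue above about 67%, or every replicate alone reaching that limit, limit read from the data, passing the limit was not always enough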;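 note: myotubes were challenged with 10 µM simvastatin during compound exposure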
PGC1a acetyl inh = modulators of PGC1a acetylation; U2OS PGC1a acetylation, AlphaScreen anti-acetyl-lysine; with virally co-expressed GCN5 acetyltransferase; actives 0.17% (n = 350,000); inhibition, % at 15.6 µM; AID 651687;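 active = every replicate shows inhibition of at least 40%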;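 note: 0% = neutral control wells and 100% = positive control wells; some results beyond the cut were filed as inactive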
S100A4 inh HTS = S100A4-myosin IIA interaction inhibition; AID 652163; P26447; inhibition, % at 10.7 µM; actives 0.14% (n = 360,000); S100A4/TAMRA-MyoIIA peptide fluorescence polarization;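 active = mean inhibition of at least 70% across replicates, with every replicate also reaching that level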
Target sequence (P26447 whole entry, looked up): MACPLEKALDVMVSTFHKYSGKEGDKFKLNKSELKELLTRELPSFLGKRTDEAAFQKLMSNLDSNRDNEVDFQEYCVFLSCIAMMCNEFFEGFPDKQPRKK
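Material: S100A4 monomer protein / Buffer or medium: 50 mM HEPES pH 7.2, 10 mM CaCl2, 100 mM KCl / Times: 5 min incubation before reading / Benchmarks: neutral control DMSO, positive control TFP / Reagent: labelled myosin peptide probe, 5 nM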
ERAP1 inh = inhibitors of human ERAP1 aminopeptidase. recombinant ERAP1, Leu-AMC fluorescence, 60 min. inhibition, % at 10.7 µM. actives 0.15% (n = 340,000);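 active = mean replicate inhibition of at least 30%, or all replicates individually reaching that 30% level; inactive = mean below 30% and not every replicate reaching it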;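 note: 0% = neutral control wells and 100% = L-leucinethiol positive control wells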
Cneo AK release = causes C. neoformans cell lysis | adenylate kinase release luminescence, 4 h; normalised: neutral wells 0, clomiphene wells 100 | lysis activity, % at 15 µM | actives 0.2% (n = 360,000);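 active = mean lysis activity across replicates of at least 80%, whatever share of replicates individually reach that level; inactive = mean lysis activity below 80%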
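Signal: Adenylate kinase release luminescence | Assay system: Log-phase Cryptococcus neoformans yeast cells | Input: Cells at 5 × 10^6 per mL | Buffer or medium: Fresh YPD growth medium | Compound: Single dose | Schedule: Static 4 h at 37 °C with compound, 1 h detection | Controls: Clomiphene | Read-out: Luminescence rise reflecting yeast cell lysis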
The depositor's hits bear a star; nt = no result given. An excerpt; rates above refer to the full screens.

SMILES	LGR2 inh	Xi reactivation	SIRT5 block	Statin myotox sup	PGC1a acetyl inh	S100A4 inh HTS	ERAP1 inh	Cneo AK release
CCCN1C[C@H](C)[C@H](OC)CN(C)C(=O)c2ccc(NS(C)(=O)=O)cc2OC[C@@H]1C	7	-0.1	0	17	nt	4	-1	11
CCCc1cc(=O)[nH]c(SCC(=O)N2CCc3cc(OC)c(OC)cc3C2)n1	-6	0.4	0	7	-3	-3	0	3
CO[C@@H]1CN(C)C(=O)c2ccc(NS(C)(=O)=O)cc2OC[C@H](C)N(S(C)(=O)=O)C[C@H]1C	-1	-0.2	-7	16	3	-4	2	-4
Cc1ccc(CS(=O)Cc2ccc(C(=O)NC3CCCC(C)C3C)o2)cc1 (stereo unspecified)	13	0.1	2	3	14	-10	-1	3
CCOc1ccc(C(=O)N[C@H](C(=O)Nc2cccc(S(=O)(=O)N3CCCCC3)c2)C(C)C)cc1	11	0.3	0	nt	-13	-6	1	1
C[C@@H]1CN([C@@H](C)CO)C(=O)c2cc(NC(=O)CCCN(C)C)ccc2O[C@@H](C)CCCCO[C@H]1CN(C)C(=O)CCC(F)(F)F	3	0.2	nt	nt	9	nt	nt	-2
Cc1ccc(S(=O)(=O)N(C)C)cc1NC(=O)COC(=O)c1n[nH]c(=O)c2ccccc12	23	0.0	3	nt	6	2	5	nt
CCN1C(=O)[C@H]2[C@@H](c3ccc(C)cc3)N[C@]3(CCCN(CC4CCCCC4)C3=O)[C@H]2C1=O	0	0.2	-6	-5	2	0	-2	1
CN(CC(=O)Nc1cccc(S(=O)(=O)N(C)c2ccccc2)c1)Cc1cccs1	1	0.1	nt	-1	-3	-16	-1	-1
Cc1ccc(S(=O)(=O)CCC(=O)OCC(=O)c2c(N)n(CC(C)C)c(=O)n(C)c2=O)cc1	33	0.0	0	4	-13	-1	0	-1
CCOc1cc(/C=C2/SC(=S)N(CC3CCCO3)C2=O)ccc1O (stereo unspecified)	-7	0.0	1	nt	nt	1	1	nt
CN1CCN(C(=O)C[C@@H]2CC[C@@H]3[C@H](COC[C@H](O)CN3Cc3ccc4c(c3)OCO4)O2)CC1	8	-0.1	0	17	3	1	4	-1
Cc1ccc(Nc2nc(N)c3ccccc3n2)cc1Cl	72*	0.0	-1	-43	nt	1	-33	-6
COc1ncc(-c2ccc3c(c2)S(=O)(=O)c2cccc(C(=O)NCc4ccco4)c2C3=O)cn1	-20	0.1	nt	1	7	3	nt	0
COc1ccccc1C(=O)NCc1ccco1	21	0.3	3	9	nt	-3	8	1
CCOC(=O)C(=CNc1ccc(Oc2cncc(Cl)c2)nc1)C(=O)OCC	-1	0.0	-1	nt	nt	-2	-1	nt
Cc1ccc(S(=O)(=O)Nc2ccc3c(c2)C(=O)N([C@H](C)CO)C[C@H](C)[C@@H](CN(C)CC2CC2)OCCCC[C@H](C)O3)cc1	12	0.1	-1	10	-6	-2	2	-3
Nc1ccc(Cl)c[n+]1Cc1cccc2cccnc12	4	0.0	0	-47	3	-2	0	9
CC(=O)c1ccc(S(=O)(=O)NC2CC(=O)N(c3ccc4c(c3)OCCO4)C2)cc1 (stereo unspecified)	-2	0.3	-1	nt	nt	10	0	nt
COc1ccc(NC(=O)Nc2ccc3c(c2)C(=O)N([C@H](C)CO)C[C@H](C)[C@@H](CN(C)Cc2ccncc2)OCCCC[C@H](C)O3)cc1	5	-0.5	1	nt	6	7	0	-3
CCOc1cc(N2CCOCC2)c(OCC)cc1NC(=O)C(C)Oc1ccccc1 (stereo unspecified)	7	0.0	-1	-1	12	-8	-4	0
O=C(Cn1c2ccccc2c(=O)c2ccccc21)Nc1cccc(F)c1	14	0.2	-4	-1	-8	2	-2	nt
O=C1CC(C(=O)O)S/C(=N\NC(=O)c2ccc(F)cc2)N1 (stereo unspecified)	-2	0.2	6	nt	nt	4	4	6
CCC(C)c1ccc(O)c(NC(=O)c2ncn[nH]2)c1 (stereo unspecified)	2	nt	nt	-2	-1	nt	nt	2
CNc1nc(N)c(C(=O)C23CC4CC(CC(C4)C2)C3)s1	0	0.0	-1	nt	-1	3	1	nt
O=C(CSc1nc2[nH]ncc2c(=O)n1-c1ccccc1)NCc1cccs1	1	0.2	-1	nt	nt	-15	-1	nt
COCc1cc(C)n(CC(=O)Nc2ccc(N3CCOCC3)c(Cl)c2)c(=O)c1C#N	-5	-0.1	-5	-5	nt	-11	3	1
CCN1C(=O)[C@H]2[C@@H](c3ccc(OC)cc3)N[C@]3(CCCN(Cc4ccc(Cl)cc4)C3=O)[C@H]2C1=O	27	-0.3	-3	-7	-4	-3	-2	1
CN1C(=O)c2cc(NC(=O)c3ccc(F)cc3)ccc2OC[C@@H]2O[C@H](CC(=O)O)CC[C@H]21	6	0.4	-5	17	2	0	0	0
CCOc1ccc(S(=O)(=O)N2CCCC(C(=O)Nc3cccc(C)c3)C2)cc1 (stereo unspecified)	6	0.0	-1	9	nt	-20	-2	6

For reference, part of the list above:
SMILES	LGR2 inh	Xi reactivation	SIRT5 block	Statin myotox sup	PGC1a acetyl inh	S100A4 inh HTS	ERAP1 inh	Cneo AK release
CN1C(=O)c2cc(NC(=O)c3ccc(F)cc3)ccc2OC[C@@H]2O[C@H](CC(=O)O)CC[C@H]21	6	0.4	-5	17	2	0	0	0
CCOc1ccc(S(=O)(=O)N2CCCC(C(=O)Nc3cccc(C)c3)C2)cc1 (stereo unspecified)	6	0.0	-1	9	nt	-20	-2	6

(list continues)
SMILES	LGR2 inh	Xi reactivation	SIRT5 block	Statin myotox sup	PGC1a acetyl inh	S100A4 inh HTS	ERAP1 inh	Cneo AK release
CC(C)C(=O)N1CCCC1(C)C(=O)N(C)Cc1cccc2ccccc12 (stereo unspecified)	2	-0.1	-1	53	3	-13	-8	-4
CCOC(=O)N1CCC(NC(=O)c2ccc(N3CCC4(CC3)OCCO4)c([N+](=O)[O-])c2)CC1	6	0.0	-4	5	12	-1	6	0
COc1ccccc1NC(=O)NCCc1ccccc1	8	-0.1	9	-8	nt	6	3	0
COc1ccc(-c2ccc([C@@H]3[C@@H](CO)N4C(=O)CN(C(=O)C5CCCC5)C[C@@H]34)cc2)cc1	-7	0.0	nt	nt	0	-4	-1	nt
O=C1/C(=C\c2cccnc2)Sc2ccccc21	-23	0.0	-4	nt	nt	-2	0	nt
Cc1cc(OCC(=O)N(C)c2ccccc2)cc2c1C(=O)CC(C)(C)O2	nt	0.0	9	8	-1	0	nt	-5
NC(=O)CSc1cn(Cc2cccc(F)c2)c2ccccc12	2	0.0	1	9	-19	-8	0	-1
CC(=O)Nc1ccc(SCC(=O)c2cc(C)ccc2C)cc1	2	0.0	0	-1	-2	-9	2	5
COc1ccc(C)cc1N(CC(=O)NC1CCCC1)C(=O)Cn1nnc(-c2ccc(C)o2)n1	-16	0.6	2	10	-7	-3	-3	2
COc1ccc(NC(=O)COc2ccc(N(C)S(=O)(=O)c3ccc(Cl)cc3)cc2)cc1OC	3	0.1	1	-9	-19	-1	-1	-4

Four records drawn at random from those above:
SMILES	LGR2 inh	Xi reactivation	SIRT5 block	Statin myotox sup	PGC1a acetyl inh	S100A4 inh HTS	ERAP1 inh	Cneo AK release
CCOC(=O)N1CCC(NC(=O)c2ccc(N3CCC4(CC3)OCCO4)c([N+](=O)[O-])c2)CC1	6	0.0	-4	5	12	-1	6	0
O=C1/C(=C\c2cccnc2)Sc2ccccc21	-23	0.0	-4	nt	nt	-2	0	nt
Cc1cc(OCC(=O)N(C)c2ccccc2)cc2c1C(=O)CC(C)(C)O2	nt	0.0	9	8	-1	0	nt	-5
CC(=O)Nc1ccc(SCC(=O)c2cc(C)ccc2C)cc1	2	0.0	0	-1	-2	-9	2	5

Later entries.
SMILES	LGR2 inh	Xi reactivation	SIRT5 block	Statin myotox sup	PGC1a acetyl inh	S100A4 inh HTS	ERAP1 inh	Cneo AK release
COc1ccc(CN(C)C(=O)c2cccc(NS(=O)(=O)c3ccccc3)c2)c(OC)c1	-2	0.0	1	-4	0	-3	0	-8
CCCNC(=O)C[C@H]1CC[C@@H]2[C@H](COc3ccc(NC(=O)c4cc(F)cc(F)c4)cc3C(=O)N2C)O1	9	0.3	nt	-6	-10	nt	nt	5
CC(CNC(=O)C(=O)NC(C)CCc1ccccc1)Cc1ccccc1 (stereo unspecified)	17	nt	-3	-33	-11	3	5	1
Cc1cc(Cl)ccc1NC(=S)NCC(O)c1ccccc1 (stereo unspecified)	-6	0.3	nt	11	0	-28	-2	0
O=C(C[C@H]1C=C[C@H](NC(=O)CCN2CCCCC2)[C@H](CO)O1)NCc1ccc(Cl)c(Cl)c1	-13	-0.1	-2	-5	6	5	-2	-1
O=C(Nc1cnn(Cc2ccc(F)cc2)c1)c1cnn2c(C(F)F)cc(-c3ccccc3)nc12	5	0.3	-3	13	-4	-3	-2	nt
CCN(CC)c1ccc(/C=C(\C#N)C(=O)NCc2ccco2)cc1	-27	0.3	-3	nt	nt	36	-9	nt
COCCNC(=O)CSc1nc2cc(OC)c(OC)cc2c(=O)n1CCc1ccc(S(N)(=O)=O)cc1	-22	0.0	-1	-7	-1	-3	-1	4
Cc1ccc(S(=O)(=O)N2C[C@@H](O)COC[C@@H]3O[C@@H](CC(=O)NCCN4CCCCC4)CC[C@H]32)cc1	-18	0.1	-4	0	-6	4	3	3
COc1cccc(C(=O)Nc2ccc3c(c2)OC[C@@H](C)N(C(=O)C2CCC2)C[C@@H](C)[C@H](OC)CN(C)C3=O)c1	3	0.4	-1	16	nt	13	-1	-1
Cc1ccc(NC(=O)CSc2nnnn2C)cc1S(=O)(=O)N1CCCCC1	-3	0.2	0	1	nt	-1	13	-2
C[C@@H]1CN([C@H](C)CO)S(=O)(=O)c2ccc(-c3cncnc3)cc2O[C@H]1CN(C)C(=O)NC1CCCC1	7	0.0	0	1	5	-3	3	-1
O=C(C[C@@H]1C=C[C@H](NC(=O)Nc2ccccc2)[C@H](CO)O1)NCc1cccc(F)c1	-3	1.5	-6	-3	-17	-2	-6	1
O=c1c2ccccc2oc2cc(NCCCn3ccnc3)ccc12	16	0.0	nt	0	-6	7	-52	-3
COc1ccc(C2CC(c3cccs3)=NN2C(=O)c2ccccc2)cc1OC (stereo unspecified)	6	-0.1	-1	28	nt	1	2	-2
COc1ccc(COc2ccsc2C(=O)Nc2ccc(Cl)c(Cl)c2)cc1	-20	nt	nt	-14	1	nt	nt	1
CCOC(=O)C1CCCN(S(=O)(=O)c2ccc3c(c2)CC(C)N3C(=O)C2CC2)C1 (stereo unspecified)	-20	0.0	0	2	-26	-4	-1	-1
CCCC(=O)Nc1ccc2c(c1)C(=O)N(C)C[C@@H](OC)[C@H](C)CN(CCc1ccccc1)[C@@H](C)CO2	6	0.7	4	13	nt	0	3	6
C[C@@H]1CN([C@@H](C)CO)C(=O)c2cc(NC(=O)NC3CCCCC3)ccc2O[C@@H](C)CCCCO[C@H]1CN(C)CC1CCCCC1	-6	0.0	nt	-17	-2	nt	nt	-2
CCC(=O)N1[C@@H]2c3ccc(C4=CCCCC4)c(=O)n3C[C@@H]2[C@@H](CO)[C@@H]1C(=O)NC1CCC1	-13	-0.1	-9	0	nt	-6	0	1
COc1ccccc1CNC(=O)Cn1cc2c(n1)CCCC2	20	0.1	nt	18	-8	-4	-2	-1
C=CC[C@@H](CC(=O)N[C@H](CO)Cc1ccccc1)C(=O)N[C@H](COC(=O)[C@H](CC=C)CC(=O)OC(C)(C)C)Cc1c[nH]c2ccccc12	30	0.0	nt	-31	nt	nt	nt	0
Cc1ccc(C)c(OCc2cc(C(=O)N3CC[C@@H]4CCCC[C@H]4C3)no2)c1	-43	0.0	0	-6	8	0	-3	2
